# Screening results from PubChem.
# HTT aggregate: qHTS Multiplex Assay to Identify Dual Action Probes in a Cell Model of Huntington: Aggregate Formation (GFP); 220,000 compounds, 1.1% hits; AID 1688, 2009; Potency, µM (series often up to 46.1 µM), inactives show at the top dose activity change, negative = inhibition, actives largely listed as inhibitors; PC12 HttQ103-GFP aggregates, Acumen cytometry, 40 h; note: potency is the fitted concentration of half-maximal effect; % is set by controls: 0 for no effect and ±100 for the full control effect; nearly all actives have a fitted effect of over 60% in size
#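 Inducible Q103 Huntingtin exon 1–GFP PC12 line, 1500 cells/well in phenol red free DMEM with 5% equine and 5% calf serum. Tebufenozide 100 nM induced expression; compounds titrated; aggregates quantified by cytometry.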
# HTT cytoprotect: qHTS Multiplex Assay to Identify Dual Action Probes in a Cell Model of Huntington: Cytoprotection (ATP); Potency, µM (top dose mostly 56.4 µM), inactives show cytoprotection (ATP increase), hits mostly activators; 230,000 compounds, 0.14% hits; PC12 HTT-Q103 induced, cytoprotection, ATP luminescence, 40 h;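 note: potency is the fitted concentration of half-maximal effect; % of control where 0% means no effect; nearly all actives have a fitted effect of over 45% in size; toxic huntingtin expression switched on by the ecdysone agonist tebufenozide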
#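 Rat PC12, Q103 Htt exon1-GFP fusion, ecdysone promoter; tebufenozide inducer 100 nM final; compound titration; qHTS, 1500 cells/well; ATPlite luminescent read.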
# CBFb-RUNX1 inh: qHTS Assay for Compounds Blocking the Interaction Between CBF-beta and RUNX1 for the Treatment of Acute Myeloid Leukemia | 230,000 tested, under 10 active | Potency, µM (doses to about 59.8 µM), inactives show top-dose activity, negative = inhibition, most hits filed as inhibitors | AlphaScreen CBFb-His/RUNX1-biotin binding, biochemical | Runt-related transcription factor 1 (Homo sapiens) + Core-binding factor subunit beta …; note: % of control where 0% means no effect
# Target sequence (Q01196 whole entry, looked up): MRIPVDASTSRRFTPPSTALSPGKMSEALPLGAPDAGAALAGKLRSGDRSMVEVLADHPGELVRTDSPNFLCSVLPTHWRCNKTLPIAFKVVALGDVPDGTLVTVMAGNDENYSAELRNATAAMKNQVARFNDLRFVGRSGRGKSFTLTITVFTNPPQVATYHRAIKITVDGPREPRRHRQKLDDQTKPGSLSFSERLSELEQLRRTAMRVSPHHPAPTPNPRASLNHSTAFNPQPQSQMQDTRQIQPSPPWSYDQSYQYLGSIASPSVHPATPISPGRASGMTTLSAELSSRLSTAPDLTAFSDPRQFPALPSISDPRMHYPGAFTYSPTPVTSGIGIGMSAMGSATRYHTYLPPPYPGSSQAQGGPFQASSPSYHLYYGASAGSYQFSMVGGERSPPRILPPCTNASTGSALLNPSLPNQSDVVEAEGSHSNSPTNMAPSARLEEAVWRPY
# Target sequence (Q13951 whole entry, looked up): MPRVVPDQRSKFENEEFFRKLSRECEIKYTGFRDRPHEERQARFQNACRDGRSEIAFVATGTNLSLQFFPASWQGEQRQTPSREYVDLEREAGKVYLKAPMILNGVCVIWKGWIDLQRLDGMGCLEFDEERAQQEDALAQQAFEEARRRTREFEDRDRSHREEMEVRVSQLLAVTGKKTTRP
#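 Compounds were screened at multiple concentrations against a preformed CBF-beta(His)/RUNX1(biotin) complex (30 nM of each) for 15 min at room temperature, followed by 90 min with nickel and streptavidin beads and AlphaScreen reading.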
# Luc counter: Counterscreen for Luciferase (Kinase-Glo TM) Inhibition; Kinase-Glo luciferase, ATP luminescence, 8 min; 200,000 compounds, 0.28% hits; Luciferin 4-monooxygenase (Photuris pensylvanica), Q27757; Potency, µM (series often up to 38.3 µM), for inactives: at the top dose activity change, negative = inhibition, actives largely listed as inhibitors; note: potency is the fitted concentration of half-maximal effect; % is set by controls: 0 for no effect and ±100 for the full control effect; nearly all actives have a fitted effect of over 60% in size
#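 Kinase-Glo luciferase light output from ATP and luciferin was measured with 10 uM ATP, within the enzyme's linear range. Buffer: 50 mM imidazole pH 7.2, 50 mM KCl, 7 mM MgCl2, 0.01% Tween 20, 0.05% BSA; luminescence read after 8 min at ambient temperature.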
# LMNA splice mod: qHTS Assay for Modulators of Lamin A Splicing; AID 1487, 2009; HeLa LMNA splicing GFP/RFP minigene ratio, 48 h; Potency, µM (titrated, usually from 46.1 µM), for the others: at the top dose ratio change, negative = inhibition, actives largely listed as inhibitors; 200,000 compounds, 0.01% hits; active = well fitted inhibition curve with a large enough effect in the signal ratio, with a control signal flat, not every such curve was filed as active; inconclusive = small, poorly fitted or top-dose-only effect, or effect the other way, or a change in a side signal; the % refers to the signal ratio; note: potency is the fitted concentration of half-maximal effect; % is set by controls: 0 for no effect and ±100 for the full control effect
#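 S3 HeLa stable clones carrying a lamin A-EGFP splicing minigene plus DsRed2 were seeded at 600 cells/well in Opti-MEM with 2% FBS, pin-dosed and incubated 48 h at 37°C. Acumen cytometry (488 nm) gave the GFP/RFP total-intensity ratio.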
# SMN2 splice enh: qHTS Assay for Enhancers of SMN2 Splice Variant Expression | HEK293 SMN2-luciferase splicing reporter, luminescence, 30-36 h | 210,000 compounds, 2.8% hits | Potency, µM (highest dose often 46.1 µM), inactives show top-dose activity change, positive = activation, usual class: activators | AID 1458, 2008; note: potency is the fitted concentration of half-maximal effect; % of control where 0% means no effect; nearly all actives have a fitted effect of over 55% in size
#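 HEK293 cells carry an SMN2 minigene-luciferase reporter in which exon 7 inclusion puts luciferase in frame. Cells were seeded at 2000 cells/well, attached for 10-12 hours, then exposed to compounds for 30-36 hours at 37C before ONE-Glo luminescence.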
# IMPase Li cell: qHTS Assay for Identifying the Cell-Membrane Permeable IMPase Inhibitors: Potentiation with Lithium | CHO-M1 cells, IP1 TR-FRET (IP-One), carbachol + lithium | Potency, µM (series often up to 59.4 µM), for the others: at the top dose activity, negative = IMPase inhibition, actives largely listed as inhibitors | 210,000 compounds, 0.35% hits | AID 1457, 2008;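 note: IP1 builds up when IMPase is blocked and the TR-FRET signal falls; potency is the fitted concentration of half-maximal effect; plate controls were basal vehicle for no effect and high inhibitor control for full effect; nearly all actives have a fitted effect of over 50% in size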
#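 Steps: plate 2000 CHO-M1 cells per well and culture 16–30 h; add compound and lithium; incubate 30 min, 37C; add d2-IP1 tracer and Eu cryptate anti-IP1 antibody in lysis buffer; read after 10 min at room temperature.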
# * hit, by the source's call; ? = inconclusive; / = no result given; & = joins results of further samples; [ ] = dose if it differs, or a comment. Unless noted, calls come from the whole dose curve; as a rule, active = well fitted curve in the direction sought with a large enough effect; inconclusive = small, poorly fitted or top-dose-only effect, or another doubt; inactive = no such curve, though single readings can be large; an effect the other way counts as inactive or inconclusive.
Compound | HTT aggregate | HTT cytoprotect | CBFb-RUNX1 inh | Luc counter | LMNA splice mod | SMN2 splice enh | IMPase Li cell
O=[N+]([O-])c1cc(-c2ccc([As](=O)(O)O)cc2)ccc1[As](=O)(O)O | -4%[9.22 µM] | -4%&15%[10 µM] | -19% | -5%[7.66 µM] | / | 2%[9.22 µM] | -4%
Cc1ncc([N+](=O)[O-])n1CCOc1nonc1N | 14% | -13% | ? | 0% | ? | 1% | 4%
O=c1c2ccccc2nc(CNCC2CCCO2)n1-c1ccc(F)cc1 (stereo not given) | 16% | 8%[10 µM] | 2% | -1% | 18%[46 µM] | -2% | 4%
CCn1c(CNC(=O)c2ccc3c(c2)OCO3)nnc1SCC(=O)Nc1cc(C)ccc1OC | 15% | -14% | 2% | 0% | ? | -3% | -7%[38.3 µM]
CCCCC[CH2][Hg][S]C1=C2N=CNC2NC(N)=N1 (stereo not given) | / | / | / | -5%[7.66 µM] | / | -48%[inhibitor][9.22 µM] | 19%
CCCN(CCC)[C@@H]1CCc2c(OC)cccc2[C@@H]1C | / | -20%&-5% | 25% | -1% | / | -9% | 5%&22%
CC1CCC(C(C)C)C(OP(=O)(c2ccc(N(C)C)cc2)C(O)c2cccnc2)C1 (stereo not given) | 2% | / | 8% | -4% | ? | -3% | -2%
O=C1NC(=O)N(CCc2ccc(F)cc2)C(=O)/C1=C\C=C\c1ccccc1 | 21% | -25% | -8% | -1% | / | -89%[inhibitor] | 8%
CCCCn1c(O)c(C=NCCCn2ccnc2)c(=O)[nH]c1=O | 23% | -24% | 1% | -1% | 5% | 11% | 5%[38.3 µM]
CSC1=NP(=S)(SC)N(C)c2nc3n(c21)CCC3 (stereo not given) | -22% | -2% | 0% | / | 1% | / | /
COC(=O)c1ccc2[se]c(CC3CCCCC3)c(I)c2c1 | / | -1% | 8% | 2%[39.9 µM] | / | / | -3%
CCN1CCN(/C=N/c2nc(C)cs2)CC1 | -4% | -37% | 6% | 0% | 4% | ? | -19%[38.3 µM]
Cc1cc(OC(=O)N(C)C)nc2c1c(C)nn2C | -10%[9.22 µM] | 20%[10 µM] | -2% | / | / | / | /
CC(=O)NC(Cc1ccc(N(CCCl)CCCl)cc1)C(=O)NCC(=O)NCC(=O)O (stereo not given) | 4%[9.22 µM] | -3%[10 µM] | 4% | 1% | -29%[46 µM] | / | 2%
CCCn1ncc(CN2CCCC(C(=O)c3cccc(OC)c3)C2)c1C (stereo not given) | -2%[9.22 µM] | -13%[10 µM] | 3% | -8% | / | -29% | 34%
O=C(CCCN1CCC(n2c(=O)[nH]c3ccccc32)CC1)c1ccc(F)cc1 | 7%[20.6 µM] | -6%[40.3 µM] | -3%[21.7 µM] | 0%[17.1 µM] | ? | -3%[20.6 µM] | 21%
O=C1NC(=O)N(c2ccc(F)cc2)C(=O)/C1=C/c1ccc(N2CCOCC2)cc1 | -4% | 1% | -2% | -2% | / | -8% | 0%
CC(C)COC(=O)n1c(=O)oc2cc(S(=O)(=O)N3CCCCC3)ccc21 | -26% | -29%[0.074 µM] | 5% | / | ? | / | /
N#CC(Br)Br | / | -29% | 6%[21.7 µM] | / | / | 0% | -9%
CCCCn1c(O)c(C(CC)=NCc2cccnc2)c(=O)[nH]c1=O | -12% | -30% | 4% | -4% | 6% | -16% | 27%[38.3 µM]
O=C1C(Cl)=C(Cl)C(=O)C(Cl)=C1Cl | / | -301%&-73%[inhibitor] | ? | -13% | / | -8%&1% | 112%&79%[activator]
CCC(C=C[C@@H]1OC(=O)C=C[C@H]1C)=C[C@H](C)CC=CC(C)=C[C@@H](C)C(=O)[C@@H](C)[C@H](O)[C@@H](C)CC(C)=CC(=O)O | / | -264%[inhibitor][1.9 µM] | ? | -1%[39.9 µM] | / | / | 11%
Cn1c(=O)n(CC(=O)N2CCC3(CC2)OCCO3)c(=O)c2ccccc21 | -1% | 19%[1.9 µM] | 0% | 0% | -4% | -4% | 21%[38.3 µM]
CC(C)C1C(=O)N2CCC[C@H]2[C@]2(O)O[C@](NC(=O)[C@@H]3C=C4c5cccc6[nH]cc(c56)C[C@H]4N(C)C3)(C(C)C)C(=O)N12 (stereo not given in full) | / | -29% | / | / | / | -3% | 6%
O=S(=O)(O)F | / | -1% | 13%[21.7 µM] | / | / | -19% | -2%
Cc1cc(C)cc(N2C(=O)NC(=O)/C(=C\c3cccn3-c3ccccc3)C2=O)c1 | 28µM* | -3%[10 µM] | -16% | 4% | ? | 7% | 18%
O=C(CN1CCCCC1)c1ccc(OC(F)F)cc1 | ? | -2%[10 µM] | 0% | 2% | -7% | -5% | 3%
O=C(O)c1ccc2c(c1)C1C(Cl)C(Sc3ccccc3[N+](=O)[O-])CC1C(c1cccc([N+](=O)[O-])c1)N2 (stereo not given) | ? | / | ? | 2% | / | 7% | 7%
O=C(Nc1ccc(F)cc1F)c1cccnc1Oc1cccc(C(F)(F)F)c1 | 0% | -8% | 1%&5% | -1% | 9% | 7% | -6%[38.3 µM]
Cc1ccc(-c2ccc(=O)n(CC(=O)N3CCC4(CC3)OCCO4)n2)cc1 | -3% | -30%[inhibitor] | 6% | 2% | / | -15% | 2%
O=C(O)c1nonc1-c1nonc1C(=O)O | -17% | -5%[0.074 µM] | 7% | 4% | 12% | -2% | -19%[38.3 µM]
Cc1nc(SCc2c(Cl)cccc2Cl)nc(OC(=O)N(C)C)c1C | -5%[9.22 µM] | 5%[10 µM] | 12% | / | / | / | /
COc1ccc(OCC(=O)N2CCN(C(C)C)CC2)cc1 | 1% | 4%[10 µM] | 2% | -1% | -6% | 6% | -1%
CCOc1ccc(N)cc1 | / | -8% | 18%[21.7 µM] | / | / | -4% | 12%
CCc1nnc(NC(=O)CSc2ccc(-c3ccco3)nn2)s1 | -17% | -8% | ? | -4% | / | -26% | -19%
O=C1N(c2nncs2)CCN1[N+](=O)[O-] | 21%[9.22 µM] | 10%[10 µM] | -3% | / | / | / | /
Cc1cc(/C=C2\C(=O)NC(=O)N(C)C2=O)c(C)n1-c1ccc2c(c1)OCO2 | 2% | -6% | -7% | -18% | 4% | -15% | -14%[38.3 µM]
O=S(=O)(c1ccc(F)cc1)N1CCCC1c1cccnc1 (stereo not given) | -3%[9.22 µM] | -9%[10 µM] | 4% | / | / | / | /
Cc1o[nH]c(=O)c1C[C@@H](N)C(=O)O | / | 2% | -9% | 1% | / | / | 5%
CCn1nc(-c2ccccc2)nc2c(=O)n(C)c(=O)nc1-2 | 8.9µM* | -42%[10 µM] | / | -4% | ? | 7.1µM* | 25%
COc1nc2ccccc2c(=O)n1-c1ccc(Cl)cc1 | 2% | -8%[10 µM] | 10% | 0% | -8% | -35%[inhibitor] | 5%
C/C(=N\Nc1ccccc1)c1c(O)[nH]c(=O)[nH]c1=O | -16%[9.22 µM] | -10%[10 µM] | -3% | / | / | / | /
C/C(=N\N1CCCCCC1)c1c(O)n(C)c(=O)n(C)c1=O | -17%[9.22 µM] | -3%[10 µM] | -3% | / | / | / | /
COc1ccc(C=O)cc1OC | / | -12% | 17%[21.7 µM] | / | / | -1% | 15%
Cc1ccccc1CCNCc1ccc(Br)cc1 | 3% | / | 9% | -2% | ? | 19% | 4%
Cc1nn(Cc2ccc(Cl)cc2Cl)c(Cl)c1C(=O)NC1CCCc2ccccc21 (stereo not given) | 8% | 5%[0.074 µM] | 1% | -1% | ? | -37%[inhibitor] | -1%
O=P(OC1CCCCC1)(OC1CCCCC1)C(O)c1c(Cl)cccc1Cl (stereo not given) | -3% | -21% | 7% | 10% | ? | -10% | 5%[38.3 µM]
CCN(CC(=O)Nc1ccc(C#N)c(Cl)c1)CC(=O)NC(C)(C)C | -12% | -68%[inhibitor] | 12% | 11% | / | -11% | 1%
Cn1c(O)c(C=NCCCC(=O)O)c(=O)n(C)c1=O | 4% | 20% | -2% | -2% | 17% | 11% | 0%[38.3 µM]
CCCS(=O)(=O)N1CCCC(C(=O)N2CCC3(CC2)OCCO3)C1 (stereo not given) | 9% | 20% | 3% | 3% | 2% | -6% | 0%[38.3 µM]
CCN1C[C@]2(COC(=O)c3ccccc3N3C(=O)C[C@H](C)C3=O)CC[C@H](OC)[C@@]34[C@@H]5C[C@H]6[C@H](OC)[C@H]5[C@](O)(C[C@@H]6OC)[C@@](O)([C@@H](OC)[C@@H]23)[C@@H]14 | / | -8% | 5%[21.7 µM] | -1% | / | / | 1%
CCOC(=O)C1(CCc2ccccc2)CCN(Cc2csc(C(C)=O)c2)CC1 | -2%[9.22 µM] | 11%[10 µM] | 17% | / | / | / | 16%
O=C(COC(=O)Cc1ccccc1)Nc1ccc(SC(F)F)cc1 | 11% | 23%[1.9 µM] | 22% | -1% | -8% | 14% | -4%
Cc1ccc2c(c1)C1CN(C)CCC1N2C(=O)CCCN1C(=O)c2cccc3cccc(c23)C1=O (stereo not given) | 12%[9.22 µM] | -14%[10 µM] | 1% | / | / | / | /
CCOC(=O)c1c(/N=C/c2c(O)n(-c3ccccc3F)c(=S)[nH]c2=O)sc2c1CCCC2 | 29% | -13% | -3% | -4% | 7% | -2% | 26%[38.3 µM]
CCN(CC)/[N+]([O-])=N/O | / | -12% | 1% | -3% | / | -1% | 2%
O=[N+]([O-])/C=C1/NCCN1Cc1ccc(Cl)nc1 | -20%[9.22 µM] | -16%[10 µM] | 2% | / | / | / | -6%
CC(C)C(=O)Nc1nnc(CCN(CCc2nnc(NC(=O)C(C)C)s2)[N+](=O)[O-])s1 | 13%[9.22 µM] | 18%[10 µM] | 5% | / | / | / | /
Cc1cccc2c(CCN)c[nH]c12 | -9% | 4% | 3% | 0% | / | -20% | 7%
Cc1ccc(C(=O)C2CN3CCC2CC3)cc1 (stereo not given) | 6% | 3%[1.9 µM] | 5% | -3% | ? | -5% | 41%[activator][38.3 µM]

# An excerpt; the hit share may differ from the screen's.
